# Compound activity deposited in PubChem by several laboratories.
# CendR NRP1 mod: modulators of CendR peptide binding to NRP-1, primary screen, biochemical, fluorescence polarization, uHTS. FAM-RPARPAR peptide binding to NRP-1. 0.85% of 360,000 active. inhibition, % at 25 µM;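 active = inhibition or corrected inhibition above about 18%, plus a signal ratio from 0.5 to 1.5, limit read from the data, passing the limit was not always enough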; note: strong numbers were not always called active
# Target sequence (O14786 whole entry, looked up): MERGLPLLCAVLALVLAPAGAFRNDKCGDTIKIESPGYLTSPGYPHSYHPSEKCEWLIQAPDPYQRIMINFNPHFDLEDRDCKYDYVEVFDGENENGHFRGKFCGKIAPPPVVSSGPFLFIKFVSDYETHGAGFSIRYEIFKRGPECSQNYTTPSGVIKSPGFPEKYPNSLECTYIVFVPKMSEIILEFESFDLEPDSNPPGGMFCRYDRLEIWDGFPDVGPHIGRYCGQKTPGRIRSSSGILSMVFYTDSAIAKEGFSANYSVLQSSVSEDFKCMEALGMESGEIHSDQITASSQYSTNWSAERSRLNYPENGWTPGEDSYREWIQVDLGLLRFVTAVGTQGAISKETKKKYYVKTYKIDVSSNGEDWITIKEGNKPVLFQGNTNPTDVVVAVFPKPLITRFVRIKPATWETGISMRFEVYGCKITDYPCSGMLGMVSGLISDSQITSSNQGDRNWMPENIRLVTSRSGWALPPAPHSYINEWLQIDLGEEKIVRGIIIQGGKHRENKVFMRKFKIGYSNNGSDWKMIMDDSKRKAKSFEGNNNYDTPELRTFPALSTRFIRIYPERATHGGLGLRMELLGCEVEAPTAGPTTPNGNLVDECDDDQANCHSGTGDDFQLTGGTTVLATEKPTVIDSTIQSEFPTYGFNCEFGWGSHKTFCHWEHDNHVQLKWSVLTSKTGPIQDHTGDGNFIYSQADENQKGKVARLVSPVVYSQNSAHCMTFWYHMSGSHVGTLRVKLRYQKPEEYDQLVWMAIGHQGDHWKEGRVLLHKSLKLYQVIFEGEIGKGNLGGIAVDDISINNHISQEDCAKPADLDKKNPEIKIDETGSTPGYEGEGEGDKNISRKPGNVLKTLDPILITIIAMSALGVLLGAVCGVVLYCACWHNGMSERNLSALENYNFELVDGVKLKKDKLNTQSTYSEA
# SUMO1-SIM PPI: modulators of SUMO1 protein-protein interactions, primary screen, biochemical, uHTS; Small ubiquitin-related modifier 1 (Homo sapiens), P63165; AID 602429, 2012; 0.33% of 360,000 active; SUMO1 binding to a labelled peptide, TR-FRET, 1 h; inhibition, % at 20 µM; in the data active = inhibition above about 37%
# STEP inh: STEP phosphatase inhibitors, primary screen, biochemical, fluorescence intensity, uHTS. recombinant STEP, OMFP fluorogenic substrate. Tyrosine-protein phosphatase non-receptor type 5 (Homo sapiens), P54829. AID 588621, 2011. 0.25% of 360,000 active. inhibition, % at 20 µM;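 active = inhibition at 20 µM, scaled per plate between control wells, above about 37%, limit read from the data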;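 note: 0% = DMSO with enzyme and substrate and 100% = substrate only without enzyme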
#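 System: STEP phosphatase, cell-free reaction; Buffer or medium: Bis-Tris pH 6.0 buffer with DTT, detergent; Incubation: 20 min at room temperature, dark; Measured by: fluorescence, 480/540 nm.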
# SKN-1 inh: suppressors of acrylamide-induced Pgst-4::GFP reporter in worms, primary screen, SKN-1 inhibitor project, whole organism, uHTS, GFP/RFP fluorescence ratio, strain VP596. 0.49% of 360,000 active. AID 624304, 2012. C. elegans VP596 Pgst-4::GFP/RFP ratio, 24 h. inhibition, % at 21.8 µM;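 active = interference check ratio from 0.5 to 1.5 plus GFP to RFP signal ratio inhibition reaching or exceeding a fixed threshold, cut at about 30% in these data, passing the limit was not always enough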; note: some compounds called inactive have numbers as strong as hits
# TbMetRS inhib: T. brucei MetRS inhibitors, primary screen, biochemical, luminescence; purified T. brucei MetRS, ATP depletion, Kinase-Glo luminescence; inhibition, % at 11.9 µM; 0.4% of 360,000 active; AID 624268, 2012; methionyl-tRNA synthetase (Trypanosoma brucei brucei);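 active = inhibition above a per-plate cutoff of the control wells' mean inhibition plus 3 SD, cut at about 5.5% in these data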;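 note: 0% = DMSO wells median and 100% = median of wells with control inhibitor compound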
#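 technique = Kinase-Glo luminescence, ATP depletion format | system = purified MetRS (methionyl-tRNA synthetase) enzyme from Trypanosoma brucei | timing = 15 min preincubation, 2 h reaction, all 25 °C | evaluation = percent inhibition versus plate control medians | dosing = single dose, 11.9 µM final nominal, 0.9% final DMSO | also added = substrates ATP, L-methionine and bulk Escherichia coli tRNA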
# LMPTP block: LMPTP phosphatase inhibitors, primary screen, biochemical, fluorescence intensity, uHTS; recombinant LMPTP-A, OMFP fluorogenic substrate; inhibition, % at 20 µM; 0.22% of 360,000 active;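 active = compounds that cut the enzyme signal by at least half of the control window in the single-dose screen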;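 note: plate controls were DMSO wells with enzyme plus substrate for no effect and substrate without enzyme for full effect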
# Target sequence (P24666 whole entry, looked up): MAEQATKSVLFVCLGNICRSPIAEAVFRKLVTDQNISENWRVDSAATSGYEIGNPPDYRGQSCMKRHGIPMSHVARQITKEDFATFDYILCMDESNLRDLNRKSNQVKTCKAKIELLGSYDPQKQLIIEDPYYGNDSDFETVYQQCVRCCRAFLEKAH
#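 Test system: LMPTP-A, protein tyrosine phosphatase of low molecular weight; Input: 0.625 nM enzyme; Incubation: 50 min dark incubation at room temperature; Signal: endpoint fluorescence intensity from OMFP dephosphorylation; Read-out basis: % inhibition versus control wells.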
# NadD inh: inhibitors of S. aureus NadD, primary screen, biochemical, colorimetric, uHTS; Nicotinate-nucleotide adenylyltransferase NadD (Staphylococcus aureus N315); inhibition, % at 20 µM; purified NadD enzyme, colorimetric absorbance read-out; 0.78% of 360,000 active; in the data active = inhibition above about 26%; note: some compounds past the cut are filed as inactive
# DNMT1 inh: human DNMT1 methyltransferase inhibitors, primary screen, biochemical, molecular beacon, fluorescence, HinP1I cleavage, uHTS; inhibition (reported as % activation of signal), % at 10 µM; DNA (cytosine-5)-methyltransferase 1 (Homo sapiens), P26358; 0.83% of 360,000 active; in the data active = inhibition above about 50%
# Neddyl block: inhibitors of cullin neddylation, primary screen, biochemical, TR-FRET, uHTS, NAE and Ubc12; NEDD8-conjugating enzyme Ubc12 (Homo sapiens) + NEDD8-activating enzyme E1 regulatory …; calls only at 25 µM; 0.58% of 360,000 active; AID 651699, 2012; in the data active = inhibition above about 36%
# Scp-1 inhibitor: Scp-1 phosphatase inhibitors, primary screen, biochemical, colorimetric, uHTS; Recombinant Scp1, phosphopeptide, malachite green phosphate absorbance; Carboxy-terminal domain RNA polymerase II polypeptide A small phosphatase 1 (Homo …; AID 493091, 2011; 0.88% of 340,000 active; inhibition, % at 20 µM;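 active = inhibition above about 50% at 20 µM, limit read from the data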;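 note: plate controls were DMSO wells with enzyme for no effect and wells lacking enzyme for full effect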
#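 Times: enzyme reaction 45 min at room temperature, colour 5 min, stabilisation 30 min. Material: SCP-1 catalytic fragment, aa 76-261. Medium: Acidic Tris acetate buffer with magnesium and detergent. Signal: colorimetric free-phosphate detection, absorbance 630 nm. Read-out basis: % inhibition of SCP-1 phosphate liberation. Reagent: Phosphorylated 17-residue peptide substrate.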
# An asterisk follows results filed as active; i = inactive; · = not tested or not shown; & = joins results of further samples. Compounds were not picked by outcome; overall some 4.6% were active at least once.
CendR NRP1 mod	SUMO1-SIM PPI	STEP inh	SKN-1 inh	TbMetRS inhib	LMPTP block	NadD inh	DNMT1 inh	Neddyl block	Molecule	Scp-1 inhibitor
9	-20	-3	8	-0.2	-9.7	5	-6	i	O=C(NCCCN1CCCC1=O)c1cccc(S(=O)(=O)NCc2ccccc2)c1	-11
3	-1	-2	-13	0.2	0.1	-5	1	i	CCOC(=O)N1CCN(C(=O)CSc2nnc(-c3c[nH]c4ccccc34)n2CCOC)CC1	-14
7	-1	-3	4	-0.6	-2.1	-5	1	i	CCc1cccc(C)c1NC(=O)CSc1nc(C)c(C)o1	1
-12	2	1	-5	-1.1	-1.0	2	1	i	COC(=O)CCCCNC(=O)Nc1ccccc1	6
20	4	0	-9	-0.1	-0.6	-8	7	i	CC(c1ccccc1)C1CC(=O)N(c2cc(Cl)ccn2)C1=O (stereo unspecified)	-4
-8	9	2	-13	-1.1	-0.4	-2	0	i	CN1CCN(NC(=S)NC2CCCCC2)CC1	-1
-11	4	9	8	-0.2	-1.4	-2	2	i	CCOC(=O)C(C)Sc1nc2c(c(=O)[nH]c(=O)n2C)n1C/C=C(/C)Cl (stereo unspecified)	28
-2	8	2	-4	-0.2	0.4	4	15	i	COc1ccc(NC(=O)Cc2c(SC)c3ccccc3n2Cc2ccccc2)cc1	-5
-3	-16	4	9	-0.2	3.2	-5	-6	i	S=C(c1ccc(-c2ccc(Br)cc2)o1)N1CCOCC1	2
-7	-4	6	18	45*	3.9	22	-5	i	O=C(NNC(=O)c1cc(-c2ccc(Cl)c(Cl)c2)nc2ccccc12)Nc1ccccc1	-4
1	-2	1	8	0.0	0.0	4	1	i	Clc1ccc(CSc2ccc(-c3ccccn3)nn2)cc1	-8
-5	-11	2	-9	-1.1	-0.6	-6	-2	i	CC1=C(C(=O)OCCOc2ccccc2)C(c2ccc(C)o2)C2=C(CC(C)(C)CC2=O)N1 (stereo unspecified)	4
2	5	-3	1	-2.3	1.7	-1	-8	·	COc1cccc(-c2nc(C(=O)NCCCN3CCOCC3)cc3c2[nH]c2ccccc23)c1	-1
5	4	0	10	0.6	-0.6	3	3	i	COc1ccccc1NC(=O)c1ccc(NS(=O)(=O)c2cccc3cccnc23)cc1	-4
4	-4	0	0	0.2	-0.8	-9	0	i	Oc1ccccc1CN1CCN(C(O)(c2ccccc2)c2ccccc2)CC1	-8
3&3	1&1	-1&7	-11&-11	-1.2&-0.4	-2.4&-1.2	1&-2	6&0	i	Cc1ccc(NS(=O)(=O)c2ccc3c(c2)CCC(=O)N3)cc1	1
13	-1	7	0	-1.1	1.9	2	20	i	O=C1c2ccccc2C(=O)N1CSc1nnc(Nc2ccccc2)s1	-3
16	-1	0	2	-0.1	1.5	2	-2	i	O=C(NCCc1ccc(Cl)cc1)c1cc(-c2ccccn2)nc2ccccc12	-1
-10	3	1	2	0.4	7.0	1	-6	i	Cc1ccc(-c2noc(CCC(=O)N3CCN(c4cc(C)ccc4C)CC3)n2)cc1	4
-4	4	2	-13	0.7	-0.7	0	-2	i	O=C(CCS(=O)(=O)c1cccs1)Nc1ccc(C(=O)NCc2ccccc2)cc1	-1
-11	-7	7	8	0.4	-0.8	1	-1	i	COCCCNC(=S)NNC(=O)c1cc(-c2cccnc2)nc2ccccc12	-5
8	-1	4	-5	-0.4	1.5	1	-2	i	COc1ccc(C(=O)NC(=S)N(C)C2CCCCC2)cc1Br	-8
-2	4	-4	-11	-1.1	-2.3	-2	-1	i	CCOc1cc(CNCc2cccnc2)cc(Br)c1OCC(N)=O	1
12	-4	0	9	0.7	-0.4	-1	-1	i	COc1ccccc1/C=C/C(=O)NC1CC2CCC1C2 (stereo unspecified)	-4
2	5	3	19	-0.4	0.6	-1	-2	i	CCCn1cc(S(=O)(=O)c2ccc(Cl)cc2)c(=O)c2cc(OC)ccc21	-9

# Three entries already listed, sorted by the value under Scp-1 inhibitor, ascending.
CendR NRP1 mod	SUMO1-SIM PPI	STEP inh	SKN-1 inh	TbMetRS inhib	LMPTP block	NadD inh	DNMT1 inh	Neddyl block	Molecule	Scp-1 inhibitor
9	-20	-3	8	-0.2	-9.7	5	-6	i	O=C(NCCCN1CCCC1=O)c1cccc(S(=O)(=O)NCc2ccccc2)c1	-11
13	-1	7	0	-1.1	1.9	2	20	i	O=C1c2ccccc2C(=O)N1CSc1nnc(Nc2ccccc2)s1	-3
-3	-16	4	9	-0.2	3.2	-5	-6	i	S=C(c1ccc(-c2ccc(Br)cc2)o1)N1CCOCC1	2

# Reprinted at random: two compounds from above, in no set order.
CendR NRP1 mod	SUMO1-SIM PPI	STEP inh	SKN-1 inh	TbMetRS inhib	LMPTP block	NadD inh	DNMT1 inh	Neddyl block	Molecule	Scp-1 inhibitor
3	-1	-2	-13	0.2	0.1	-5	1	i	CCOC(=O)N1CCN(C(=O)CSc2nnc(-c3c[nH]c4ccccc34)n2CCOC)CC1	-14
2	5	3	19	-0.4	0.6	-1	-2	i	CCCn1cc(S(=O)(=O)c2ccc(Cl)cc2)c(=O)c2cc(OC)ccc21	-9

# New compounds follow
CendR NRP1 mod	SUMO1-SIM PPI	STEP inh	SKN-1 inh	TbMetRS inhib	LMPTP block	NadD inh	DNMT1 inh	Neddyl block	Molecule	Scp-1 inhibitor
4	1	-5	0	-0.5	1.5	-2	3	i	N=C(N)SCc1ccccn1	-7
16	-1	-16	-11	-0.2	3.4	2	-3	i	Cc1ccc(S(=O)(=O)c2c(COC(=O)c3ccc(Cl)cc3)c(-c3ccccc3)nn2C)cc1	-12
11	-1	-2	-8	-1.1	-1.6	-1	6	i	CCn1nc(C)c(/C=N/NC(=O)Cn2nnc(N)n2)c1C	1
1	2	·	10	-1.2	0.2	-5	·	i	CC(C)(C)n1nnnc1C(c1ccccc1)N1CCN(c2c(Cl)cncc2Cl)CC1 (stereo unspecified)	·
-2	0	-1	-7	0.5	-0.8	2	2	i	COc1ccc(S(=O)(=O)N(C)CC(=O)NCC2CCCO2)cc1OC (stereo unspecified)	-7
12	3	·	11	-0.5	-1.7	·	·	i	COCC(=O)N[C@H]1C=C[C@@H](CC(=O)OC)O[C@@H]1CO	·
6	-3	0	0	0.2	-3.6	-5	-2	i	C=CCNCCOc1ccc(C(C)(C)c2ccccc2)cc1	-13
-5	2	-2	-5	-0.2	-1.4	2	5	i	CCNC(=O)C1(C)CCCN(C(=O)c2ccnc(Cl)c2)C1 (stereo unspecified)	·
0	-45	-1	-7	-1.1	1.3	-9	-1	i	NC(=O)c1ccc(Nc2ccc3c(c2)CCC3)c([N+](=O)[O-])c1	9
4	0	-1	9	0.1	-2.4	0	-1	i	COc1cc(CCC(=O)N2CCN(S(=O)(=O)c3ccc(C)c(C)c3)CC2)cc(OC)c1OC	9
1	0	-3	9	0.1	-0.5	-2	3	i	CN(C(=O)OC(C)(C)C)[C@H](Cc1ccccc1)C(=O)N[C@H]1CCCCNC1=O	1
21	3	0	18	-0.1	0.4	6	-1	·	CCN(CC)CCCNC(=O)c1cn(CC)c2cc(N3CCN(C(=O)c4ccco4)CC3)c(F)cc2c1=O	-6
4	6	3	10	-0.2	0.0	-6	-1	i	CCC(c1nc2ccccc2[nH]1)N(Cc1cccnc1)C(=O)c1cc(-c2ccccc2)on1 (stereo unspecified)	·
10	-16	-4	3	-0.4	-0.5	-35	4	i	Cc1nc(-c2ccc(S(=O)(=O)N3CCCN(CCc4ccccc4)CC3)s2)cs1	0
3	2	-1	-11	-0.7	-2.0	4	3	i	CN(C)S(=O)(=O)c1cccc(NC(=O)CSc2nc3c(cc2C#N)C(=O)CC(C)(C)C3)c1	-2
0	-4	3	-1	-1.1	-0.1	-6	-2	i	O=C(Nc1cccnc1Cl)c1ccc2c(Cl)c3c(nc2c1)CCC3	-3
3	-5	-2	-8	-0.1	2.9	8	-8	i	COc1ccc(-c2cc(NC(C)=O)c3ncc(-c4ccccc4)n3c2)c(OC)c1	·
11	-24	0	4	-0.5	0.5	-1	3	i	O=C(/C=C/c1nc2ccccc2s1)N1CCCCCC1	-5
-6	2	-4	9	-0.3	0.8	9	1	i	Cc1ccc(C(=O)Nc2nc3ccc(S(C)(=O)=O)cc3s2)s1	-5
13	-3	1	2	0.6	1.5	2	7	i	CCCCC(=O)Oc1ccccc1C1SCc2cc(C)c(C)cc2CS1	49
3	-8	1	-4	-0.5	-1.7	0	-19	i	C=CC[N+]1(CC=C)CCOCC1	-6
-17	-5	0	-5	-0.5	1.7	3	-7	i	CCCCC1=CC2=C(c3ccco3)C(=O)C(C)(OC(=O)c3ccc(OC)cc3)C(=O)C2=CN1CC1CC1 (stereo unspecified)	12
0	-3	-3	-9	-1.0	-1.7	-4	-2	i	CCOc1ccc(C2NC(=O)Cc3cc(OC)c(OC)cc32)cc1 (stereo unspecified)	4
10	-3	-1	-3	0.2	0.5	2	-1	i	O=C(Cn1nnc2ccccc21)c1ccc(Br)cc1	-4
3	4	0	-7	-0.4	-1.0	-10	3	i	COc1ccc(OC)c(N2CC(O)(c3cccs3)[N+]3=C2SCCC3)c1 (stereo unspecified)	4
2	5	-2	-8	0.0	2.9	-4	0	i	CN(CC(=O)Nc1ccc(Cl)c(C(F)(F)F)c1)C(=O)CCC(=O)c1ccccc1	-13
-112	20	2	8	0.6	22	44*	66*	i	CCNc1ccc(Br)cc(C(=O)/C=C/c2ccc(Cl)cc2)c1=O	-17
-4	3	-3	11	-0.8	1.8	-7	-4	i	N/C(=N\OC(=O)C12CC3CC(CC(C3)C1)C2)c1ccccc1	-9
-3	-1	-3	-18	-0.3	-1.0	-3	5	i	Cc1ccc(S(=O)(=O)N2CCC[C@H]2C(=O)NC2CCCCC2)cc1	-12
18	1	-2	-2	0.3	-0.4	-3	0	i	CC1(C(=O)O)Oc2cccnc2NC1=O (stereo unspecified)	-10
6	-4	1	3	0.4	-1.1	-2	1	i	COc1cc(C2=NOC(C(=O)NCc3cccs3)C2)cc(OC)c1OC (stereo unspecified)	-6
13	5	-4	26	-1.7	-1.0	0	-2	i	CN1CCN(CC(O)COc2ccc(C(=O)O)cc2)CC1 (stereo unspecified)	-5
